# PhoP GFP inhibition = Inhibition of PhoP regulon, Salmonella typhi GFP reporter cells, confirmation, 4 h (AID 1850). inhibition, % at 50 µM; hits with a dose series show IC50 in µM. 310,000 compounds, 0.33% hits. Salmonella Typhi PhoP-promoter GFP reporter, fluorescence, 4 h; higher % means a stronger effect; in the data active means a potency from the dose series; inconclusive means inhibition mostly from about 25% at the one dose, without a potency; inactive means the rest, 99 in 100 with inhibition below about 19%;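 further: 0% = induced wells with vehicle and 100% = uninduced wells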
# inhibitors of VEEV = inhibitors of VEEV TC-83 cytopathic effect, confirmation, Vero cells (AID 588727); 350,000 compounds, 0.13% hits; Vero cells, VEEV TC-83 cytopathic effect inhibition; higher % means a stronger effect; inhibition, % at 20 µM, or IC50 in µM where a hit was titrated; in the data active means a potency from the dose series; inconclusive means inhibition mostly from about 14% at the one dose, without a potency; inactive means the rest, 99 in 100 with inhibition below about 12%; further: strong numbers were not always called active
# M. tuberculosis HTS = M. tuberculosis growth inhibition, HTS (AID 449762). M. tuberculosis H37Rv growth inhibition, 7H9 media; higher % means a stronger effect. inhibition, % at 25 µM; hits with a dose series show IC50 in µM. 330,000 compounds, 0.59% hits; in the data active means a potency from the dose series; inconclusive means inhibition above about 70% without an active follow-up result;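 further: bacterial growth assessed after seven days of incubation; strong numbers were not always called active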
# influenza NS1A = H1N1 influenza NS1A inhibitors, functional cell based assay (AID 504329); 340,000 compounds, 0.3% hits; NS1A functional cell-based assay, percent inhibition; higher % means a stronger effect; inhibition, % at 12.5 µM, or IC50 in µM where a hit was titrated; in the data active means a potency from the dose series; inconclusive means inhibition above about 27% without an active follow-up result; further: strong numbers were not always called active
# M. tuberculosis = growth inhibition of non-replicating M. tuberculosis (AID 488890). Mycobacterium tuberculosis non-replicating, growth inhibition; higher % means a stronger effect. inhibition, % at 25 µM; hits with a dose series show IC50 in µM. 320,000 compounds, 0.39% hits; in the data active means a potency from the dose series; inconclusive means inhibition mostly from about 82% at the one dose, without a potency; inactive means the rest, 99 in 100 with inhibition below about 76%;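 further: plate controls were DMSO cells for no effect and high antibiotic wells for full effect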
# inhibitors of VEEV 10K pilot screen = second read-out of inhibitors of VEEV, no call of its own (marks repeat the call); inhibition, %; measured here: 10K pilot screen inhibition
# An asterisk follows results filed as active; i = inactive; u = inconclusive; x = no result given. Not a hit list; about 1.6% have a hit in one of these screens.
SMILES,PhoP GFP inhibition,inhibitors of VEEV,M. tuberculosis HTS,influenza NS1A,M. tuberculosis,others
COC(=O)C1=C(C)Nc2c(c(=O)n(C)c(=O)n2C)C1c1cccs1 (stereo unspecified),4%,0.4%,-12%,0%,6%,
O=C(CCNC(=O)N1CC(=O)Nc2ccccc21)Nc1ccc(Cl)cc1,3%,0.1%,5%,-4%,-14%,
CC1(C(=O)Nc2cccc(-n3cnnn3)c2)Cc2ccccc2C(=O)O1 (stereo unspecified),x,1.0%,-3%,-17%,9%,
Cc1cc(OCC(=O)Nc2ccc(OCc3ccccc3)cc2)nc(C(C)C)n1,-5%,i,-5%,4%,1%,
CCOC(=O)C1(C)/C(=N/Nc2cccc(Cl)c2)C(=O)C(=O)N1c1ccccc1 (stereo unspecified),-8%,1.8%,5%,8%,36%,
Cc1ccc(-c2nn(-c3ccccc3)cc2/C=C/C(=O)O)o1,3%,2.3%,48%,8%,5%,
CCCCn1cnc2c(SCc3ccccc3F)nc(N)nc21,x,6.1%,x,-2%,x,
Cc1cc(C)c(C#N)c(N2CCN(Cc3ccccc3)CC2)n1,-3%,i,7%,12%,12%,
CCN([C@H](CO)C(C)C)S(=O)(=O)c1ccccc1Br,x,i,x,-21%,x,
COc1cc(/C=N/O)c(Br)cc1OCC(=O)Nc1ccccc1C,1%,0.2%,-3%,-1%,8%,
COc1ccc(Nc2nc3ccccc3n3cnnc23)cc1,1%,3.2%,-5%,-6%,12%,
CCOc1cc(/C=C2/NC(=O)NC2=O)cc(Br)c1OCc1ccc(C(=O)O)cc1,-13%,4.2%,1%,9%,4%,
N#Cc1ccc(N2CCOCC2)nc1,5%,2.2%,-12%,-7%,-4%,
Cc1ccc(C2=C/C(=C/c3cccnc3)C(=O)O2)c(C)c1,-5%,i,4%,1%,76%,
c1ccc2c(Nc3nc(-c4ccncc4)nc4ccccc34)cccc2c1,9%,0.5%,-11%,x,-3%,

# Arranged by heavy-atom count (descending): three of the compounds above.
SMILES,PhoP GFP inhibition,inhibitors of VEEV,M. tuberculosis HTS,influenza NS1A,M. tuberculosis,others
CCOc1cc(/C=C2/NC(=O)NC2=O)cc(Br)c1OCc1ccc(C(=O)O)cc1,-13%,4.2%,1%,9%,4%,
c1ccc2c(Nc3nc(-c4ccncc4)nc4ccccc34)cccc2c1,9%,0.5%,-11%,x,-3%,
CCN([C@H](CO)C(C)C)S(=O)(=O)c1ccccc1Br,x,i,x,-21%,x,

# Next section:
SMILES,PhoP GFP inhibition,inhibitors of VEEV,M. tuberculosis HTS,influenza NS1A,M. tuberculosis,others
CCCS(=O)(=O)N1CCCC(C(=O)Oc2ccc(Cl)cc2)C1 (stereo unspecified),9%,0.6%,1%,25%,29%,
Cc1nc(C(F)(F)F)nc(Nc2ccc(Br)cc2)c1C#N,2%,0.9%,-2%,-13%,5%,
Cc1ccsc1C(=O)OCc1nnc(-c2ccccc2)o1,x,2.9%,u,-10%,77%,
CCSC1=C(C#N)C(c2ccc(F)cc2)CC(=O)N1 (stereo unspecified),x,2.3%,x,-6%,x,
O=C(CCc1nnc2ccc(NCc3ccccc3)nn12)NCC1CCN(C2CCCC2)C1 (stereo unspecified),0%,4.3%,-3%,3%,24%,
NS(=O)(=O)c1cccc(NC(=O)CSc2nn(-c3ccccc3)c(=S)s2)c1,8%,1.8%,-8%,-8%,0%,
COc1cc(NC(=S)NCc2ccc(S(N)(=O)=O)cc2)c(OC)cc1Cl,5%,1.1%,-2%,-3%,-9%,
NNC(=O)c1[nH]c(-c2ccccc2)cc1-c1ccccc1,8%,9.2%,-4%,-4%,11%,
COc1ccccc1N1CCN(C(=O)c2ccc3c(=O)n4c(nc3c2)CCCCC4)CC1,x,7.3%,-9%,-3%,18%,
O=C(O)c1cc(O)c2c(c1)[C@H]([C@H]1c3cc(C(=O)O)cc(O)c3C(=O)c3c(O[C@@H]4O[C@H](CO)[C@@H](O)[C@H](O)[C@H]4O)cccc31)c1cccc(OC3O[C@H](CO)[C@@H](O)[C@H](O)[C@H]3O)c1C2=O (stereo partly specified),20%,3.5%,11%,2%,-3%,
Cc1ccc(C(=O)Nc2c[nH]c(=O)[nH]c2=O)cc1,-2%,1.4%,-3%,-1%,4%,
Cc1cccc(OCC(=O)Oc2ccc(Cl)cc2)c1,8%,0.1%,-7%,-10%,41%,
Cc1ncc(CO)c(CNc2ccc(-c3nc4ccccc4[nH]3)cc2)c1O,-6%,0.4%,10%,1%,-21%,
c1ccc2c(-n3cnnn3)cccc2c1,-1%,3.9%,-14%,24%,2%,
C=CCNC(=O)c1cccn1-c1ccsc1C(=O)OC,0%,0.5%,-7%,1%,-18%,
CC[C@@H](CCC=C(C)C)C(=O)N(Cc1ccccc1)c1ccccc1,x,0.5%,4%,1%,12%,
CCCCCCCCCCCCCCCC[n+]1cccc2ccccc21,-5%,i,16%,7%,u,
Cc1c(NC(=O)c2ccc(S(=O)(=O)N3CC(C)OC(C)C3)cc2)c(=O)n(-c2ccccc2)n1C (stereo unspecified),-8%,0.0%,0%,-13%,-13%,inhibitors of VEEV 10K pilot screen=0.2
Cc1cc(CSc2ccccc2)ccc1NC(=O)c1ccc(CN2CCOCC2)cc1,-1%,1.3%,20%,2%,69%,
O=C(Nc1ccccc1)c1cc2ccccc2o1,22%,0.3%,u,-8%,4.6µM*,
COCCNC(=S)c1ccc(Br)cc1,5%,i,0%,-4%,75%,
COc1ccc(Cn2c(=O)[nH]c3cc(C(=O)NCCCN4CCCCC4)ccc3c2=O)cc1,9%,4.7%,-8%,3%,30%,
COC(=O)c1ccc(C2C(C#N)=C(N)Oc3cc(O)ccc32)cc1 (stereo unspecified),-7%,0.3%,3%,0%,-2%,
Cc1ccc(NC(=O)CN2CCCN(S(=O)(=O)c3ccc(Br)s3)CC2)cc1,-4%,i,-1%,2%,1%,
Cc1ccc(S(=O)(=O)Nc2ccc3oc(=O)sc3c2)c(C)c1,1%,4.2%,-7%,1%,3%,
Cc1ccn2c(=O)nc(SCC(=O)Nc3cc(C)on3)nc2c1,-3%,0.1%,18%,-10%,-3%,
O=[N+]([O-])c1ccccc1NCc1ccccc1Cl,12%,0.7%,-2%,13%,7%,
COc1cc(SC)ccc1C(=O)NCCOc1ccccc1Cl,-2%,i,-1%,2%,46%,
O=[N+]([O-])c1ccc(-c2n(-c3ccccn3)c3ccccc3[n+]2-c2ccccn2)cc1,1%,0.3%,-4%,-9%,23%,
N#CC(C(=O)NCc1ccccc1)c1nc2ccccc2nc1N1CCCC1 (stereo unspecified),-27%,0.5%,4%,-2%,-1%,
C=CCOc1cccc(C2C(C(=O)c3ccc(C)o3)=C(O)C(=O)N2c2nnc(C)s2)c1 (stereo unspecified),2%,1.4%,4%,0%,16%,
CC(C)(CNC(=O)c1ccc(Br)o1)CNC(=O)c1ccc(Br)o1,x,9.4%,x,-7%,x,
CC(C)OP(=O)(c1ccc(N(C)C)cc1)C(O)c1ccncc1 (stereo unspecified),3%,1.9%,4%,-2%,6%,
CC(C)c1nc(C(=O)N2CCCC(CCC(=O)N(C)CCc3ccccn3)C2)cs1 (stereo unspecified),-10%,0.2%,10%,7%,-26%,
Cc1cc(=O)[nH]c(SCC(=O)N2c3ccccc3CC2C)n1 (stereo unspecified),3%,i,-4%,6%,-3%,
O=C1OC(Cc2ccccc2)C(c2ccccc2)C1=O (stereo unspecified),x,i,x,-3%,x,
OC(c1nc2ccccc2[nH]1)C(O)c1nc2ccccc2[nH]1 (stereo unspecified),0%,1.1%,-3%,0%,8%,
CCOC(=O)[C@H]1[C@H]2COc3ccc(Br)cc3[C@@H]2N2C(=O)CN(Cc3ccc(C)cc3)C(=O)[C@@]12C,x,4.4%,-1%,5%,-2%,
CC1(c2ccccc2)CC(C)(C)N2C(=O)Cc3cccc1c32 (stereo unspecified),20%,2.8%,2%,1%,7%,
CN(CC(=O)Nc1ccccc1Cl)C(=O)COC(=O)CCN1C(=O)C2CC=CCC2C1=O (stereo unspecified),0%,1.8%,-5%,-4%,-6%,
O=C(CSc1ncnc2scc(-c3ccccc3)c12)NC1CCS(=O)(=O)C1 (stereo unspecified),-13%,8.8%,-5%,13%,1%,
COc1ccc(S(=O)(=O)Nc2cc3c4c(oc3c3ccccc23)CCCC4=O)cc1,3%,i,-2%,9%,11%,
CCOC(=O)Cc1csc(SCC(=O)Nc2sc3c(c2C(N)=O)CCC3)n1,5%,4.0%,7%,3%,5%,
Cc1nn(Cc2ccc(Cl)cc2)c(Cl)c1/C=N/NC(=O)CNc1ccccc1F,-6%,0.8%,7%,-1%,-3%,
Cc1csc2nc(CSc3nncn3-c3ccccc3)c(Br)n12,3%,1.3%,-4%,3%,31%,

# Pulled by compound from the entries so far:
SMILES,PhoP GFP inhibition,inhibitors of VEEV,M. tuberculosis HTS,influenza NS1A,M. tuberculosis,others
O=C1OC(Cc2ccccc2)C(c2ccccc2)C1=O (stereo unspecified),x,i,x,-3%,x,
Cc1cc(=O)[nH]c(SCC(=O)N2c3ccccc3CC2C)n1 (stereo unspecified),3%,i,-4%,6%,-3%,
CCOC(=O)Cc1csc(SCC(=O)Nc2sc3c(c2C(N)=O)CCC3)n1,5%,4.0%,7%,3%,5%,
CC(C)OP(=O)(c1ccc(N(C)C)cc1)C(O)c1ccncc1 (stereo unspecified),3%,1.9%,4%,-2%,6%,
OC(c1nc2ccccc2[nH]1)C(O)c1nc2ccccc2[nH]1 (stereo unspecified),0%,1.1%,-3%,0%,8%,
Cc1csc2nc(CSc3nncn3-c3ccccc3)c(Br)n12,3%,1.3%,-4%,3%,31%,
C=CCOc1cccc(C2C(C(=O)c3ccc(C)o3)=C(O)C(=O)N2c2nnc(C)s2)c1 (stereo unspecified),2%,1.4%,4%,0%,16%,

# (continued)
SMILES,PhoP GFP inhibition,inhibitors of VEEV,M. tuberculosis HTS,influenza NS1A,M. tuberculosis,others
Cc1ccc(NC(=O)Cn2nc(C(=O)Nc3ccc(C)cc3)ccc2=O)cc1,3%,0.8%,8%,-5%,15%,
CC(=O)NNC(=O)CCn1c2c(c3ccccc31)CCCC2,3%,2.2%,-4%,0%,-19%,
CC1CC(C)CN(C(=O)CSc2nnc(N)s2)C1 (stereo unspecified),1%,2.1%,6%,16%,3%,
CCC1CCc2sc(C(=O)O)cc2C1 (stereo unspecified),-13%,0.7%,0%,-4%,20%,
COCCNC(=O)c1nn2c(C(F)(F)F)cc(-c3ccccc3)nc2c1Cl,0%,1.2%,-1%,2%,-3%,
COc1ccc(Oc2nccc(-c3ccc(Cl)cc3)n2)cc1,-31%,1.9%,10%,-5%,1%,
COc1cccc(C2c3[nH]c4ccccc4c3CCN2C(=O)Cn2cncn2)c1OC (stereo unspecified),-6%,0.5%,9%,-4%,1%,inhibitors of VEEV 10K pilot screen=0.1
Cc1ccc(C(=O)OC2=CC(=O)CC(C)(C)C2)cc1,-2%,0.3%,9%,-4%,76%,
CC(=O)c1c(C(C)=O)c(C)n(-c2ccc(O)cc2)c1C,-2%,0.9%,-1%,0%,-14%,
Cc1cccc(NC(=O)CN2CCCCCC2)c1,21%,i,4%,4%,-12%,
CC(=O)Nc1ccc(S(=O)(=O)NCCC(=O)OCC(=O)N2CCN(C(=O)c3ccco3)CC2)cc1,-7%,1.2%,-10%,15%,-5%,
C(=NC12CN3CN(CN(C3)C1)C2)c1cccnc1,2%,4.2%,-7%,-3%,-21%,
CN(CC(=O)Nc1ccc(Cl)cc1)C(=O)CNC(=O)Cc1cccc2ccccc12,x,1.9%,1%,11%,24%,
O=C(Nc1ccc(N2CCOCC2)cc1)c1cccc2ccccc12,-14%,1.6%,-2%,3%,-6%,

# Source: PubChem
